# EWS-Fli inh = blocks EWS/Fli oncoprotein-driven transcription; A673 NR0B1-luciferase reporter, viability-normalised; AID 651661; 0.67% of 350,000 active; inhibition, % at 12.6 µM;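 active means mean inhibition of at least 50% after viability correction, with every replicate also passing that limit; inconclusive means mean reaches 50% but only one of two replicates passes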;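 further: firefly luciferase signal divided by Alamar Blue viability fluorescence both relative to DMSO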
# miR-122 sensor = blocks miR-122 activity in Huh7 sensor cells; Huh7 miR-122 Renilla luciferase sensor, 48 h; neutral wells = 0, positive control = 100; activation (reporter increase), % at 12.5 µM; 0.3% of 340,000 active; AID 602342;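 active means mean replicate activation score at least 90 and every replicate individually at or above 90; inconclusive means only one of the two criteria met; inactive means neither criterion met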;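 further: higher luciferase means less miR-122 activity so hits act as miR-122 inhibitors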
# PAX8 reporter = lowers PAX8-driven luciferase in RMG-I cells. 1.2% of 360,000 active. inhibition, % at 12.6 µM. RMG-I TPO-luciferase reporter, SteadyGlo, 24 h;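 active means mean replicate inhibition at least 60% with every replicate also reaching 60%; inconclusive means only one of the two criteria is met; inactive means mean below 60% and not all replicates reaching 60%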;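 further: luciferase light reporting Pax8 driven TPO promoter activity; plate controls were median of neutral control wells for no effect and mitoxantrone controls for full effect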
# DENV2 CPE = protects cells from dengue virus 2 cytopathic effect; DENV2-infected cells, cytopathic effect rescue, plate reader; CPE inhibition, % at 9.99 µM; 1.7% of 350,000 active; AID 651640; in the data active means CPE inhibition above about 20%, passing the limit was not always enough; inconclusive means no clear call, values can overlap the other calls; tested in BHK-21 cells;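 further: 0% = median of neutral control wells and 100% = median of positive control wells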
# GSIS activator = GLuc luminescence reporter in INS-1E cells, primary screen for activators of glucose-dependent secretion of insulin; INS-1E GLuc reporter insulin secretion, 2-3 h; activation, % at 16.6 µM; 0.61% of 370,000 active; AID 743287;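 active means lowest replicate activation of at least 40%, so every replicate reaches that level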;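 further: 0% = median of neutral control wells and 100% = median of IBMX positive control wells; some compounds called inactive have numbers as strong as hits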
# FN deposition inh = fibronectin deposition inhibition; AH1F fibroblasts, Alexa488-fibronectin deposition fluorescence, overnight; inhibition, % at 12.6 µM; 0.086% of 350,000 active;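 active means mean inhibition across replicates of 30% or more, regardless of how many single replicates reach that level; inconclusive means mean under 30% yet at least half of replicates reach 30%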;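 further: positive control wells lacked labelled fibronectin entirely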
#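 test system = AH1F fibroblasts assembling fluorescent fibronectin matrix | quantity = 10000 AH1F cells per well | buffer or medium = DMEM plus 2% serum, read in PBS | doses = single dose, pinned | incubation = 1 h cell attachment, overnight exposure to compound and label | detection = fluorescence at 485 nm excitation, 525 nm emission | read-out basis = inhibition from reduced deposited-fibronectin fluorescence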
# F508del corr = correctors of CFTR F508del function in bronchial epithelial cells; 0.36% of 350,000 active; activity (quench increase), % at 7.58 µM; CFBE cells, YFP halide quenching; stimulated with forskolin plus potentiator P3; % fluorescence drop versus neutral controls;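 active means mean added fluorescence quench of at least 8% versus neutral control, with both replicates also reaching 8%; inconclusive means only one of the mean or replicate conditions met; inactive means mean below 8% and not both replicates reaching 8%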;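 further: cells transiently co-express mutant CFTR-F508del with the halide-sensitive YFP; corrector assay measuring rescue of mutant channel to the surface after 24 h compound exposure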
# An asterisk follows results filed as active; ? = inconclusive; / = not tested or not shown; & = joins results of further samples; [ ] = another dose, or the depositor's remark.
Compound	EWS-Fli inh	miR-122 sensor	PAX8 reporter	DENV2 CPE	GSIS activator	FN deposition inh	F508del corr
O=C1CC(c2ccc(S(=O)(=O)NCCOc3ccccc3)cc2)CN1 (configuration not stated)	/	-6	/	/	5	-1	/
Nn1cc(-c2ccccc2)nc1SCC(=O)NCCc1ccccc1	17	/	-10	-2	-16	1	2.1
Nc1c(C(=O)O)sc2nc(-c3ccccc3)c3c(c12)CCCC3	6	/	6	3	-2	/	/
CCc1nc2ccc(C(=O)NCCNC(C)=O)cn2c1N(CC)CCOC	2	2	9	-8	8	-11	-2.9
Cc1nc2c(OCCC3CCCCC3)cccn2c1N(C)C(=O)CCC1CCCC1	9	-8	3	41*	-1	3	-1.2
Cc1ccc(N2C(=O)Nc3ccc(Br)cc3C2(O)C(=O)NCCN(C)C)cc1C (configuration not stated)	3	-2	25	4	10	3	-6.6
CCOc1cc([C@@H]2C[C@H]3CN(c4ccccc4)C(=O)[C@]34CCCN24)ccc1OC	8	30	44	1	-17	14	0.5
Cc1ccc(/C=C/C(=O)Nc2cc(=O)n(C)c(=O)n2C)o1	-17	/	14	8	-29	1	/
CCOc1ccccc1CNCC1CCCO1 (configuration not stated)	0	-3	-2	9	22	-8	1.2
COCCNC(=O)C1CCCN(C(=O)COc2ccc(Cl)cc2Cl)CC1 (configuration not stated)	-9	-2	6	-9	2	10	-0.7
O=C(CCCc1c[nH]c2ccccc12)NCc1cccs1	1	-4	4	-6	/	3	-0.2
CC(=O)Nc1ncc2c(n1)CC(c1ccco1)CC2=O (configuration not stated)	/	-12	18	/	10	-4	/
Cc1ccc(C(=O)Nc2cccc(-c3nc4ncccc4o3)c2)cc1	-1	/	-17	-2	5	10	-2.2
Cc1ccc2nc(SCC(=O)c3c[nH]c4ccccc34)[nH]c2c1	-32	1	18	-2	-21	7	-0.1
COc1ccccc1-c1nnc(SCC(=O)Nc2ccc(S(N)(=O)=O)cc2)n1C	/	-7	/	/	11	-5	/
CC(C)NC(=O)Nc1ccc2c(c1)CC(=O)N([C@H](C)CO)C[C@H](C)[C@@H](CN(C)CC1CCCCC1)O2	2	4[16.7 µM]	7	1	15	/	2.2
CCCNC(=O)N1CC2(CN(C(=O)c3cnccn3)C2)c2c([nH]c3cc(OC)ccc23)[C@@H]1CO	0	/	/	7	6	-18	-0.1
CN1CCN(C(=O)C[C@H]2CC[C@H]3[C@@H](COC[C@@H](O)CN3C(=O)C3CCCC3)O2)CC1	7&-2	5[16.7 µM]	9&-2	-11&15	16&15	-5&-2	-2.8&3.1
C/C=C\C=C/C(=O)Nc1cccc(C2=NOC3(C2)C[C@H](C(N)=O)N(C(=O)CC)C3)c1 (some centres not stated)	-6	-10	18	/	8	-11	3.4
CC=Cc1ccc2n(c1=O)C[C@H]1[C@H](CO)[C@@H](C(=O)NC3Cc4ccccc4C3)N(CC)[C@@H]21 (mixture of isomers)	3	/	/	-2	-2	/	/
CCOc1ccc(Cc2n[nH]c(=S)n2Cc2ccccc2)cc1	8	/	-21	-9	3	-9	4.5
CN1CCN(CCCOc2ccc(-c3ccccc3)cc2)CC1	-34	-6	-24	-9	1	2	-3.4
C=CCNc1oc(-c2ccc(OC)cc2)nc1C#N	/	-6	/	/	6	2	/
CNC(=O)/C(C#N)=C/c1cn(CC(=O)NCc2ccco2)c2ccccc12	8	-4	-3	-2	8	4	0.6
Cc1noc(C)c1NC(=O)Nc1ccc2c(c1)C(=O)N([C@H](C)CO)C[C@H](C)[C@@H](CN(C)Cc1ccc(-c3ccccc3)cc1)O2	-1	2[16.7 µM]	-3	-1	9	/	-0.7
O=c1c(Cc2ccc(F)cc2)c(O)ccn1Cc1ccco1	13	3	-5	-7	10	7	-1.4
COc1ccc(NC(=O)Nc2ccc3c(c2)C(=O)N([C@@H](C)CO)C[C@H](C)[C@@H](CN(C)Cc2ccc4c(c2)OCO4)O3)cc1	3	8[16.7 µM]	3	31*	-9	-13	2.8
CC(NC(=O)c1ccccc1)c1nnc(SCC(=O)NC2=NCCS2)n1C (configuration not stated)	2	1	-5	2	21	3	-1.1
C[C@@H](NC(=O)C[C@H]1C[C@H]2c3cc(NC(=O)CN(C)C)ccc3O[C@H]2[C@H](CO)O1)c1ccccc1	3	-2[16.7 µM]	9	6	0	-8	0.1
O=C(CC1SC(=Nc2ccccc2)N(CCc2ccccn2)C1=O)Nc1ccc(F)cc1 (configuration not stated)	8	-10	-1	8	-14	-4	2.7
NC(=O)C1CCN(CC(O)COc2ccc(-c3ccccc3)cc2)CC1 (configuration not stated)	-2	3	-1	50*	15	10	-2.9
COc1ccc(S(=O)(=O)Nc2ccc3c(c2)C(=O)N([C@@H](C)CO)C[C@@H](C)[C@H](CN(C)Cc2ccc(-c4ccccc4)cc2)O3)cc1	-4	-4[16.7 µM]	/	-7	-7	/	1.5
COc1cccc(/C=C/C(=O)OCC(=O)N2CCN(S(=O)(=O)c3ccc(Cl)cc3)CC2)c1	-1	/	-3	1	8	-10	0.9
C[C@@H](NC(=O)[C@@H]1Cc2ccccc2CN1)C(=O)Nc1ccc2c(c1)OCCO2	-16	-5	-35	-2	8	5	1.2
Cc1nc(-c2ccc(S(=O)(=O)N3CCN(CCc4ccccc4)CC3)s2)cs1	6	0	8	5	35	0	-0.4
CCC(=O)N1CCN(c2ccc(Cl)cc2NC(=O)c2ccc(N3CCCC3)c([N+](=O)[O-])c2)CC1	/	-5	/	/	-19	-9	/
Cc1ccc(S(=O)(=O)c2ccc([N+](=O)[O-])o2)cc1	43	/	127*	-4	99*	49*	-7.3
COC(=O)[C@@]1(C(C)C)N=C(c2cc(OC)c(OC)c(OC)c2)[C@]2(O1)C(=O)N(C)c1ccc(Cl)cc12	-2	/	2	-8	-3	-2	2.6
CCC(=O)N1C[C@@H](C)[C@@H](OC)CN(C)C(=O)c2cc(NS(=O)(=O)CC)ccc2OC[C@H]1C	5	-10[16.7 µM]	4	-3	-4	-4	-3.8
CCCCn1c(N)c(N(CC(C)C)C(=O)CCC2CCCCC2)c(=O)[nH]c1=O	/	-2	/	-8	-16	-5	0.5
CCn1c(SCc2ccc(C#N)cc2)nnc1-c1ccc(S(=O)(=O)N2CCCCC2)cc1	/	0	20	/	9	8	/
CC1(C)CC(=O)c2cnc(NC(=O)CCc3ccccc3)nc2C1	/	-3	3	/	/	7	/
COC(=O)C1C=CC(OC2OC(COC(C)=O)C(OC(C)=O)C(OC(C)=O)C2OC(C)=O)n2c(=O)n(-c3ccccc3)c(=O)n21 (configuration not stated)	-4	/	101*	-2	-9	4	-0.6
CC(C)C(=O)NC(=S)Nc1ccc(CN2CCOCC2)cc1	-1	/	-27	10	-2	/	-0.4
CC(/C=C/c1ccccc1)=N\NC(=O)c1cc(C)nc2ccccc12	19	1	15	9	-6	-1	0.2
C[C@@H]1CN([C@H](C)CO)S(=O)(=O)c2ccc(C3=CCCC3)cc2O[C@H]1CN(C)Cc1cccc(C(=O)O)c1	8	13[16.7 µM]	/	-5	5	11	-2.5
Cc1c(C)n(CCC(=O)O)c2ccccc12	-4	5	11	11	6	4	4.8
Cc1cccc(NC(=O)c2oc3c(c2C)C(=O)CC(C)(C)C3)n1	/	2	/	/	18	-1	/

# Structures listed above that bear a hit mark in GSIS activator.
molecule	miR-122 sensor	DENV2 CPE	GSIS activator	F508del corr
Cc1ccc(S(=O)(=O)c2ccc([N+](=O)[O-])o2)cc1	/	-4	99*	-7.3

# Additional records.
Compound	EWS-Fli inh	miR-122 sensor	PAX8 reporter	DENV2 CPE	GSIS activator	FN deposition inh	F508del corr
Cc1ccc(NC(=O)COC(=O)CC2SC(N3CCCC3)=NC2=O)cc1 (configuration not stated)	-1	-9	-3	0	6	-1	0.1
O=C(N=C1SC2CS(=O)(=O)CC2N1Cc1ccccc1)C1CCCO1 (configuration not stated)	1	7	1	13	-17	0	2.1
O=C(NCCc1ccccc1)c1c[nH]c2c(F)cccc2c1=O	-45	9	-21	-3	11	1	0.4
CNC[C@@H]1OCCCC[C@H](C)Oc2ccc(NC(=O)Nc3ccc(F)cc3)cc2C(=O)N([C@@H](C)CO)C[C@H]1C	5	11[16.7 µM]	-32	-2	2	/	1.8
Cc1cc(C)cc(C(=O)NCC(=O)OCC(=O)N(C)C2CCS(=O)(=O)C2)c1 (configuration not stated)	/	-5	23	/	4	2	/
COc1ccc([N+](=O)[O-])cc1NS(=O)(=O)c1cccc(C(=O)NCCCN2CCCC2=O)c1	-15	/	-20	0	2	13	4.0
Cc1ccc(S(=O)(=O)N2CCN(C(=O)c3sccc3-c3ccccc3)CC2)cc1	5	-12	12	-4	-21	-1	-3.0
COc1cccc(/C=C/C(=O)Nc2ccc3nc4n(c(=O)c3c2)CCCC4)c1OC	5	/	9	?	7	9	0.0
CC(C)CC#Cc1cnc2c(c1)C(=O)N([C@H](C)CO)C[C@H](C)[C@H](CN(C)C(=O)c1ccccc1F)O2	-4	19[16.7 µM]	/	0	-15	-3	-1.2
O=C(C[C@@H]1CC[C@@H]2[C@H](COC[C@H](O)CN2S(=O)(=O)c2ccccc2F)O1)NCc1ccccc1Cl	-5	-5[16.7 µM]	-4	1	-3	-5	-3.0
CCOc1ccc(C(C(=O)NCCOC)N(CCOC)C(=O)CCC(=O)Nc2ccccn2)cc1 (configuration not stated)	2	/	9	3	-7	-2	2.3
CCOc1ccc(N(CC(=O)NN=C2CCN(C)CC2)S(C)(=O)=O)cc1	/	-8	0	/	5	6	/
COc1cc(C)c(CN2CCC(Oc3ccc(C(=O)N4CCCC4)cc3)CC2)cc1C	/	/	1	5	-7	-2	1.0
Cc1ccccc1OCC(=O)Nc1ccc(N2CCN(S(C)(=O)=O)CC2)cc1	/	-3	2	/	-8	-3	/
CCCCn1c(N)c(N(CC(C)C)C(=O)CC2OC(=O)c3ccccc32)c(=O)[nH]c1=O (configuration not stated)	4	3	-9	-5	-7	-3	0.6
O=C1c2ccccc2C(=O)N1C1(C(=O)NC2(C(=O)O)CCCC2)CCCC1	0	-4	-5	5	16	-2	-2.5
Fc1ccc(OCCCCCN2CCCC2)cc1	-1	/	/	/	-41	/	0.4
COc1ccc(C=CC(=O)c2cc(O)ccc2O)cc1	-6	/	-12	-2	/	6	-2.0
O=C(CSc1nnc(C2CC2)n1-c1ccccc1)N1CCCC1	2	-5	-6	-1	-4	-2	-1.4
CO[C@@H]1CN(C)C(=O)c2cc(NC(=O)C3CC3)ccc2OC[C@@H](C)N(Cc2nccs2)C[C@@H]1C	4	/	4	-1	0	-13	4.2
CCOc1ccccc1NC(=O)/C=C/c1ccc(S(=O)(=O)N2CCOCC2)cc1	8	8	3	/	-6	4	0.7
Cc1cc(-c2n[nH]c(=S)n2/N=C/c2cccs2)n[nH]1	-40	/	-4	?	/	1	/
N#Cc1ccccc1S(=O)(=O)N1CCN(CC(=O)Nc2ccccc2C(=O)NC2CC2)CC1	-3	-10	13	2	6	3	-0.9
CN(C(=O)c1ccc(COc2ccccc2Br)o1)c1ccccc1	-3	/	1	-5	-11	-2	2.3
C[C@@H]1CCCCO[C@H](CN(C)C(=O)C2CCCCC2)[C@H](C)CN([C@H](C)CO)C(=O)c2cc(NS(=O)(=O)c3ccccc3)ccc2O1	9	-6[16.7 µM]	9	0	-29	-4	-1.7
